# Bioassay records from PubChem.
# pAkt inh: blocks phosphorylation of Akt. Neuro2A IGF-stimulated pAkt S473 HTRF, 20 min; hits give low values. 0.32% of 360,000 active. AID 651550. activity change, % for hits at 50 µM; in the data active = activity change below about -80%; inconclusive = mostly about -51% to -80%; note: % is set by controls: 0 for no effect and ±100 for the full control effect
#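 Neuro2A cells (4,500/well, DMEM with 0.5% FBS) were treated with compound at a single 50 µM final concentration, stimulated with 6 nM IGF for 20 min at 37 °C, and lysed. Phospho-Akt Ser473 was read by HTRF as 665/615 ratio ×10^4.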
# PTHR1 agonist: agonists of human PTHR1 parathyroid hormone receptor | Q03431 | HEK293 GP2 PTHR1 cells, GloSensor cAMP luminescence, 1 h | Potency, µM (series often up to 115 µM), without a hit: at the top dose activation, usual class: activators | 0.075% of 410,000 active | AID 743266; note: potency is the fitted concentration of half-maximal effect; nearly all actives have a fitted effect of over 55% in size; some results filed as inactive show a strong effect at the top dose; inactives centre near -15; many of its hits are not listed in these tables
# Target sequence (Q03431 whole entry, looked up): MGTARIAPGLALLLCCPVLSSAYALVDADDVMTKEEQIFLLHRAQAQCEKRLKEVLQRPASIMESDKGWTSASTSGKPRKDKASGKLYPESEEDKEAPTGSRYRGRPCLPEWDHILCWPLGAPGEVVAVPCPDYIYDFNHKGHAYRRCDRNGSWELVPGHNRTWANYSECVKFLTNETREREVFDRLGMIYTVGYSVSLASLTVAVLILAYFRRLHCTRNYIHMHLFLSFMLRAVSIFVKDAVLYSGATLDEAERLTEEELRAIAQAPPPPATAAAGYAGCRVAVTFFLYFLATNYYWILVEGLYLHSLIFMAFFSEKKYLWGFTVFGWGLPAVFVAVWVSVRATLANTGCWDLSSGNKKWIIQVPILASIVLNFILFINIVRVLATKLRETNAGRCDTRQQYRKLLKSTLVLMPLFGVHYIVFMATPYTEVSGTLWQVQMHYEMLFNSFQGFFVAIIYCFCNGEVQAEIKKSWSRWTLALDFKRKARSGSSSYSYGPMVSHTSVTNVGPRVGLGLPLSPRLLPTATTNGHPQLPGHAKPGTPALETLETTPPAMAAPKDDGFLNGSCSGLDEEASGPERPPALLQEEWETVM
#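 HEK-293-derived GP2 cells expressing PTHR1 and a GloSensor cAMP reporter, 3,000/well, plated overnight, given luciferin plus IBMX (each 0.5 mM as added) for 1 h at 37 °C, then compound for 1 h at 37 °C. Luminescence was read after 15 min at room temperature.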
# GLP1R ag: agonists of human GLP-1 receptor | P43220 | HEK293 GLP-1R CRE-luciferase, luminescence, 4-6 h; cells express a hypersensitive GLP-1R form | Potency, µM (titrated, usually from 45.6 µM), inactives show at the highest dose activation, hits mostly activators | 0.007% of 380,000 active | AID 624172; note: potency is the fitted concentration of half-maximal effect; % of control where 0% means no effect
# FUS yeast rescue: FUS proteinopathy suppression in yeast; AID 1347120; S. cerevisiae FUS-expressing, growth rescue, OD600, 24 h; 0.24% of 390,000 active; Potency, µM (highest dose often 76.6 µM), without a hit: at the top dose growth rescue (activation), actives largely listed as activators;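 note: potency is the fitted concentration of half-maximal effect; plate controls were DMSO vehicle for no effect and reference control for full effect; nearly all actives have a fitted effect of over 55% in size; some results filed as inactive show a strong effect at the top dose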
#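 Quantitative HTS measuring growth restoration of FUS-toxic yeast. Galactose-induced cells (OD 0.005) were exposed 24hr at 30C to compounds at several concentrations, then absorbance at 600 nm was recorded.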
# aSyn yeast inh: inhibitors of alpha-synuclein toxicity in yeast; 0.14% of 370,000 active; Potency, µM (doses to about 46.1 µM), for the others: top-dose growth rescue (activation), hits mostly activators; Yeast expressing alpha-synuclein, growth rescue, BacTiter-Glo, 24 h; AID 652106; note: potency is the fitted concentration of half-maximal effect; % of control where 0% means no effect; nearly all actives have a fitted effect of over 65% in size
#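 Rescue of yeast growth: cells expressing toxic alpha-synuclein, induced in galactose at OD600 0.02, incubated with compound 24 h at 30 C. ATP luminescence quantified growth; inhibitors of toxicity appear as activators.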
# TDP-43 yeast inh: rescues yeast growth from TDP-43 toxicity | TDP-43 expressing yeast growth rescue, BacTiter-Glo, 24 h | Potency, µM (highest dose often 46.1 µM), for the others: at the highest dose growth rescue (activation), most hits filed as activators | 1.8% of 410,000 active | AID 652104; note: potency is the fitted concentration of half-maximal effect; % of control where 0% means no effect; nearly all actives have a fitted effect of over 50% in size
#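 Cell-based yeast growth screen: TDP-43 expression induced in galactose, inoculum OD600=0.02 after raffinose pregrowth to mid-log. Read-out BacTiter-Glo luminescence at 24 hr, 30 deg C; inhibition of toxicity seen as signal increase.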
# GLP-1R inv ag: GLP-1 receptor (human) inverse agonism | HEK293 GLP-1R CRE-luciferase, luminescence, 24 h; GLP-1R form is constitutively active | Potency, µM (doses to about 38.3 µM), for inactives: top-dose activity change, negative = inhibition, actives largely listed as inhibitors | 1.6% of 410,000 active | AID 624417 | P43220; note: potency is the fitted concentration of half-maximal effect; % is set by controls: 0 for no effect and ±100 for the full control effect; nearly all actives have a fitted effect of over 55% in size
#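 HEK293 cells stably co-expressing constitutively active GLP-1R and a cAMP-responsive luciferase reporter were seeded in DMEM with 10% Nu serum, given compounds after 12 h, and incubated 24 h at 37 deg C. Luminescence was then read.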
# Abeta rescue: A-beta toxicity reversal in yeast | yeast expressing A-beta42, growth rescue, OD600, 48 h; response scale: 0% DMSO, 100% iron-clioquinol control | Potency, µM (series often up to 46.1 µM), inactives show at the top dose growth rescue, usual class: activators | 0.063% of 410,000 active | AID 1347071; note: potency is the fitted concentration of half-maximal effect; nearly all actives have a fitted effect of over 55% in size
#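 Yeast A-beta toxicity model in growth medium with pinned compounds, 48 h at 30 C; growth read as absorbance at 600 nm. Normalized to FeCl3/clioquinol equimolar mix (positive) and DMSO (negative).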
# D3 antag: blocks the human D3 dopamine receptor; P35462; D3R cells, DiscoveRx beta-arrestin luminescence, antagonist mode; hits give low values; max response, negative = inhibition, %; 2.5% of 360,000 active; in the data active = max response below about -50%; inconclusive = no clear call, values can overlap the other calls; note: % is set by controls: 0 for no effect and ±100 for the full control effect; mostly tested at two doses, the higher about 12 µM
# Target sequence (P35462 whole entry, looked up): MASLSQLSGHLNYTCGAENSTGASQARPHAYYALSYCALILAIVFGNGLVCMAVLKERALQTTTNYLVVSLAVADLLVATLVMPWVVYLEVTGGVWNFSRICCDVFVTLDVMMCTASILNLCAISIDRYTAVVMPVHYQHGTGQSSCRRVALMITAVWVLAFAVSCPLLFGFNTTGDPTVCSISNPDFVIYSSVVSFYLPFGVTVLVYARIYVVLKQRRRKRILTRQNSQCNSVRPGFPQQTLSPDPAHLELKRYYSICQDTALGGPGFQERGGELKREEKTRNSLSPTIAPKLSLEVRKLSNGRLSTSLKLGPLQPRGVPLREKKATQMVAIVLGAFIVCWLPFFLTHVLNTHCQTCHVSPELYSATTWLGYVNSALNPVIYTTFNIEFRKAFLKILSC
#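 Cells plated overnight at 1500 cells/well, then exposed to library compounds with dopamine controls for 90 minutes at 37 degrees C. DiscoveRx reagent added for 30–60 minutes at room temperature; luminescence read, quantitative HTS format.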
# * = called active by the depositor; i = inactive; ? = inconclusive; nt = no result given; [ ] = dose if it differs, or a comment. Unless noted, calls come from the whole dose curve; as a rule, active = well fitted curve in the direction sought with a large enough effect; inconclusive = small, poorly fitted or top-dose-only effect, or another doubt; inactive = no such curve, though single readings can be large; an effect the other way counts as inactive or inconclusive. These rows are one share of the data. The share of hits here may be higher or lower than overall.
no.	smiles	pAkt inh	PTHR1 agonist	GLP1R ag	FUS yeast rescue	aSyn yeast inh	TDP-43 yeast inh	GLP-1R inv ag	Abeta rescue	D3 antag
1	CCC1CCCCN1C(=O)c1nn2cccnc2c1Cl (stereo not given)	i	i	6%	-41%	-3%	-3%	8%	3%[9.22 µM]	-3
2	CNC(=S)N1CCc2cc(OC)c(OC)cc2C1	i	i	15%	13%	-5%	-13%	47%[activator]	3%	-23
3	Cc1cc(C)cc(-n2ncc3c2CCCC3NC(=O)CN2CCCCC2=O)c1 (stereo not given)	i	i	2%	14%	5%	14%	-4%	12%	12
4	O=[N+]([O-])c1cc([N+](=O)[O-])c(Oc2cccnc2Br)cc1NN1CCCCC1	i	-40%[inhibitor]	-3%	-2%	2%	8%	8%	-19%	0
5	Nc1nc(Nc2cccc(C(F)(F)F)c2)sc1C(=O)c1ccccc1	nt	i	nt	2%	nt	25%	-2%	-11%	nt
6	COc1ccc2[nH]c3c(N4CCc5ccccc5C4)ncnc3c2c1	i	-37%[inhibitor]	-5%	22%	-14%	?	?	2%	0
7	O=C(C1CCCO1)N1CCN(S(=O)(=O)c2cc(F)ccc2F)CC1 (stereo not given)	i	?	-1%	4%	0%	?	15%	-3%	-11
8	Cc1cc(C(=O)O)ccc1-n1c(C)cc(/C=C2\SC(=O)NC2=O)c1C	i	-18%	-1%	30%	0%	-1%	5%	12%	13
9	C=CCOc1ccc(/C=N/NC(=O)C(=O)Nc2ccccn2)cc1OC	i	-40%[inhibitor]	2%	7%	2%	5%	16%	6%	15
10	Cc1cccc(Nc2nnc(SCC(O)=C(C#N)c3nc4ccccc4[nH]3)s2)c1	i	i	8%	?	-2%	-19%	8%	-2%	5
11	COC(=O)C1CCN(CC(=O)NC(=O)NC2CCCCC2)CC1	i	i	8%	-6%	0%	-12%[0.397 µM]	24%	2%	0
12	COC(OC)C12c3ccccc3C(c3ccccc31)C1C(=O)N(c3cccnc3)C(=O)C12 (stereo not given)	i	-16%	3%	19%	3%	20%	?	5%	12
13	O=C(O)c1ccc(CNCc2cccc(Oc3ccccc3)c2)cc1	i	i	3%	-28%	0%	24%	-9%	4%	-15
14	Cc1cc(C)cc(S(=O)(=O)c2cnc3ccccc3n2)c1	i	-23%	3%	-1%	1%	?	-13%	-36%	-2
15	CCOc1ccc(CCNC(=O)CSc2nnnn2C)cc1OCC	i	i	7%	4%	5%	-11%[9.22 µM]	16%	3%	-2
16	Cc1ccccc1Nc1c(-c2ccc(Br)cc2O)nc2sccn12	nt	-1%	nt	-1%	nt	2%	-11%	-24%	nt
17	Cc1cccc([N+](=O)[O-])c1NC(=O)COC(=O)C1CCCO1 (stereo not given)	i	-21%	-1%	-26%	1%	15%	7%	3%	1
18	Cc1ccc(N2C(=O)c3ccccc3C2C(=O)c2cc(C)ccc2O)cc1 (stereo not given)	i	-40%[inhibitor]	11%	-19%	0%	?	14%	11%	3
19	CCN(CC)CCNc1oc(-c2ccccc2)nc1S(=O)(=O)c1ccccc1	i	i	0%	-24%	-13%	-4%	?	-15%	-76*
20	CCNC(=S)Nn1cnc2ccccc21	i	i	-5%	12%	-7%	-3%	13%	6%	-5
21	COc1ccc(NC(=O)C2=C(C)Nc3ncnn3C2c2ccccn2)cc1 (stereo not given)	nt	i	3%	8%	-1%	-4%	-2%	-10%	nt
22	O=C(CNC(=O)c1ccc(S(=O)(=O)N2CCCC2)cc1)N/N=C/c1ccc(Cl)cc1Cl	i	-3%	-2%	5%	-2%	16%	-11%	9%	4
23	COC(=O)c1ccc(CSc2ncnc3ccccc23)o1	i	-9%	-1%	-5%	2%	?	0%	-4%	-18
24	OC(c1ccc(Cl)cc1)c1ncc(-c2ccccc2Cl)[nH]1 (stereo not given)	i	-2%	10%	-20%	17%	23%	-25%	-1%	?
25	CSCC(=O)N1CCCC(CNC(=O)c2ccc(-c3ccccc3)cc2)C1 (stereo not given)	i	-7%	7%	24%	8%	8%	?	-7%	4
26	CCn1cc(CN2CCN(Cc3ccsc3)C(CCO)C2)cn1 (stereo not given)	i	i	-1%	-38%	5%	3%	7%	3%	-3
27	COc1ccc(-c2cc(C(F)(F)F)nc(SCC(=O)NCc3cccs3)n2)cc1	i	-2%[57.5 µM]	-5%	15%	3%	-16%	-11%	3%	-16
28	COc1ccc(Cl)cc1NC(=O)Cn1ccn(Cc2ccc(C)cc2)c(=O)c1=O	nt	i	nt	6%	nt	1%	-16%	0%	nt
29	O=C(O)C1=CC[C@@H](c2ccc(Cl)cc2)N(S(=O)(=O)c2ccc(Cl)cc2)[C@H]1c1ccccc1	i	-30%	-4%	18%	-10%	6%	?	-7%	0
30	Cc1cc(C)nc(NC(=O)/C=C/c2ccc(Cl)cc2)n1	i	-1%	20%	13%	-3%	16%	12%	-20%	4

# Six of the entries above in order of the D3 antag value, lowest first.
No. | molecule | pAkt inh | PTHR1 agonist | GLP1R ag | D3 antag
2 | CNC(=S)N1CCc2cc(OC)c(OC)cc2C1 | i | i | 15% | -23
13 | O=C(O)c1ccc(CNCc2cccc(Oc3ccccc3)c2)cc1 | i | i | 3% | -15
7 | O=C(C1CCCO1)N1CCN(S(=O)(=O)c2cc(F)ccc2F)CC1 (stereo not given) | i | ? | -1% | -11
26 | CCn1cc(CN2CCN(Cc3ccsc3)C(CCO)C2)cn1 (stereo not given) | i | i | -1% | -3
15 | CCOc1ccc(CCNC(=O)CSc2nnnn2C)cc1OCC | i | i | 7% | -2
10 | Cc1cccc(Nc2nnc(SCC(O)=C(C#N)c3nc4ccccc4[nH]3)s2)c1 | i | i | 8% | 5

# Back to the main list, repeating the two entries before the break.
no.	smiles	pAkt inh	PTHR1 agonist	GLP1R ag	FUS yeast rescue	aSyn yeast inh	TDP-43 yeast inh	GLP-1R inv ag	Abeta rescue	D3 antag
29	O=C(O)C1=CC[C@@H](c2ccc(Cl)cc2)N(S(=O)(=O)c2ccc(Cl)cc2)[C@H]1c1ccccc1	i	-30%	-4%	18%	-10%	6%	?	-7%	0
30	Cc1cc(C)nc(NC(=O)/C=C/c2ccc(Cl)cc2)n1	i	-1%	20%	13%	-3%	16%	12%	-20%	4
31	Cc1cc(C(=O)NNC(=S)Nc2ccccc2)nn1C	i	24%	4%	-2%	-19%	0%	27%	-15%	-18
32	COc1cc(CCC(=O)OCC(=O)Nc2ccc(C(N)=O)cc2)cc(OC)c1OC	i	-29%	10%	-3%	2%	0%	13%	16%	17
33	Cc1cc(Nc2cccc(Cl)c2)nc2ccc(NC(=O)c3cccc(N(C)C)c3)cc12	nt	i	-3%	?	nt	16µM*	5.6µM*	3%	nt
34	CC(=O)N=c1ncn(CC(COC(C)=O)OC(C)=O)c2nc[nH]c12 (stereo not given)	i	i	0%	11%	-4%	-8%	1%	-14%	-8
35	Cc1ccc[n+](CC(=O)c2ccc(Cl)cc2)c1	i	-23%	0%	3%	-1%	-13%	15%	2%	-2
36	CC(=O)Nc1nc(-c2cccc3ccccc23)cs1	i	-6%	22%	-5%	-18%	-9%	-4%	1%	?
37	CCN(CC)Cc1cc2ccccc2c2c1COC2	i	-15%	-13%	25%	-1%	0%	-26%	-18%	?
38	O=C(N=Nc1c(O)[nH]c2ccc(Br)cc12)c1cc(-c2cccc3ccccc23)n[nH]1	i	i	4%	-6%	-11%	17%	3%	4%	7
39	O=C1CCCc2nc(NCc3ccco3)ncc21	i	i	-7%	-50%	1%	22%	11%	14%[9.22 µM]	8
40	CCOc1ccc(C(C)=O)cc1CSc1nnnn1-c1ccc(O)cc1	i	-26%	2%	15%	3%	21%	18%[7.66 µM]	17%	-18
41	O=C(Cn1[nH]c(=O)c2ccccc2c1=O)NC1CCN(Cc2ccccc2)CC1	i	24%[57.5 µM]	-13%	16%	-8%	3%	-21%	-1%	-72*
42	Cc1ccc(N/C=C(/C#N)c2ccsc2)cc1C	i	-3%[57.5 µM]	2%	28%	3%	-2%	-26%	-8%	-3
43	O=C1NC(c2ccc3c(c2)OCO3)Oc2ccccc21 (stereo not given)	i	i	-3%	11%	11%	-5%	3%	5%	-26
44	CCCc1c(C(=O)N/N=C(\C)c2ccccn2)nnn1-c1nonc1N	i	i	-4%	-16%	4%	12%	?	-17%	-85*
45	O=C(NCc1ccco1)c1cnn2c1NC(c1ccccc1)CC2C(F)(F)F (stereo not given)	i	i	-11%	38%	-3%	-16%	-13%	8%	17
46	CCc1nnc(NC(=O)C=C(C)C)s1	nt	i	13%	-1%	3%	-7%	4%	11%	0
47	Cc1ccc(S(=O)(=O)N2CCN(C(=O)c3ccc([N+](=O)[O-])cc3)C2)cc1	i	-3%	-5%	-34%	3%	12%	-6%	0%	-5
48	COc1ccccc1NS(=O)(=O)c1cc(NC(=O)c2ccccc2[N+](=O)[O-])ccc1N1CCOCC1	i	i	20%	9%	9%	-11%	6%	4%	-7
49	O=C(CC1C(=O)NCCN1Cc1ccccc1C(F)(F)F)NCCN1CCCCC1=O (stereo not given)	nt	i	6%	-9%	2%	11%	-3%	8%	-5
50	O=C(O)CN1C(=O)C=CC1=O	i	i	-2%	-11%	-9%	17%	15%	5%	-19
